Wnt act = Wnt/beta-catenin pathway activators, primary screen, cell-based, plate reader, single point. Wnt/beta-catenin reporter cell assay, activator. 300,000 tested, 1.2% active. AID 743398, 2014. activation, % at 9.35 µM; in the data active = activation above about 30%, passing the limit was not always enough; inconclusive = no clear call, values can overlap the other calls;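 also: 0% = neutral control wells and 100% = positive control wells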
SR-BI DiI inh = inhibitors of SR-BI mediated HDL lipid uptake, primary screen, ldlA[mSR-BI] cells, fluorescence, single point. ldlA[mSR-BI] CHO cells, DiI-HDL uptake fluorescence, 3 h. inhibition, % at 12.5 µM. 320,000 tested, 0.96% active;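 active = mean replicate inhibition of at least 70% and a set share of replicates each scoring 70 or more; inconclusive = meets just one of the two criteria; inactive = fails both criteria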;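 also: 0% = median of neutral control wells and 100% = median of positive control wells; values of inactives mirror those of a sister screen read the other way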
Target sequence (Q61009 whole entry, looked up): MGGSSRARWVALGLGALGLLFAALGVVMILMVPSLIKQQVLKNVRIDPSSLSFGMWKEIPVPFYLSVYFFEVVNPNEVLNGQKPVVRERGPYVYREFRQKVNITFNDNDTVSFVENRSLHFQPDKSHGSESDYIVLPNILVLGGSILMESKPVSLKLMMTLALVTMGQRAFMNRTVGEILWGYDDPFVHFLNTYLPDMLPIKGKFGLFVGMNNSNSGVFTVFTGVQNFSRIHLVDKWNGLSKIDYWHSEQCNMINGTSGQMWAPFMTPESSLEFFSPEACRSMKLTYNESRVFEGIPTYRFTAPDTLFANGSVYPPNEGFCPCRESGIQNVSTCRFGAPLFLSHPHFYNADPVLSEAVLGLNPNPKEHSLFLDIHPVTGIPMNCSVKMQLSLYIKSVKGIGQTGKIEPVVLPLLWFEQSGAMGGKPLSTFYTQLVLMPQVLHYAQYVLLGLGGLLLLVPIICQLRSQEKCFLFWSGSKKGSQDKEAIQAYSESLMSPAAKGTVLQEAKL
SR-BI uptake up = activators of SR-BI mediated DiI-HDL uptake, primary screen, ldlA[mSR-BI] CHO cells, DiI fluorescence | 320,000 tested, 0.096% active | AID 504775, 2011 | activation, % at 12.5 µM | 3 h; 100 = double the neutral-control signal;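 active = mean replicate activation of at least 60% and every replicate at or above 60%; inconclusive = mean or all-replicate condition met, but not both; inactive = mean below 60% and not all replicates reaching 60%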;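 also: 0% = median plate neutral-control signal and 100% = twice that signal; values of inactives mirror those of a sister screen read the other way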
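Material: SR-BI-overexpressing, LDLR-lacking CHO cells; schedule: compound exposure 3 h, 37 °C; reagent: DiI-labelled HDL at 10 µg/mL final; technique: bottom-read fluorescence, 550/595 nm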
phage Ecoli inh = growth loss of phage-infected E. coli, primary screen, RecBCD inhibitor project, absorbance, with phage, HTS | inhibition, % at 11.9 µM | 360,000 tested, 0.26% active | AID 651602, 2012; in the data active = inhibition above about 11%
AddAB inh = growth inhibition of E. coli expressing H. pylori AddAB, primary screen, AddAB inhibitor project, absorbance; inhibition, % at 11.9 µM; 330,000 tested, 0.29% active; in the data active = inhibition above about 12%;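 also: 0% = vehicle wells of infected cells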
CAL PDZ FP-1 = untagged CAL PDZ binding inhibitors, primary screen, biochemical, fluorescence polarization, HTS | Golgi-associated PDZ and coiled-coil motif-containing protein (Homo sapiens), Q9HD26 | purified CAL PDZ, TMR-peptide fluorescence polarization, 1 h | inhibition, % at 24.9 µM | 300,000 tested, 0.92% active | AID 602252, 2012;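 active = mean inhibition of at least 30% with at least half of replicates also reaching 30%; inconclusive = no clear call, values can overlap the other calls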;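 also: 0% = DMSO neutral control and 100% = excess unlabeled competitor peptide PRC23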
E coli growth = E. coli V3065 growth inhibition, primary screen, counter-screen for AddAB inhibitor project, absorbance, OD600; 18 h; inhibition, % at 11.9 µM; 330,000 tested, 0.27% active;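 active = inhibition above the campaign's mean inhibition across all tested compounds plus 3 SD, cut at about 9.9% in these data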;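 also: uninfected addAB+ strain grown without phage in ampicillin broth; 0% = DMSO wells and 100% = ciprofloxacin 0.95 µg/ml wells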
MITF TRPM1 HTS = activators of MITF-driven TRPM1 promoter reporter, primary screen, cell-based, SK-MEL-5, luciferase, single point; SK-MEL-5 TRPM1-promoter luciferase, 24 h; % of positive control, neutral wells = 0; activation, % at 12.5 µM; 300,000 tested, 0.75% active; AID 588334, 2011;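 active = mean activation of at least 80% with every replicate also reaching 80%; inconclusive = mean reaches 80% but some replicate falls short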;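 also: 0% = neutral control wells and 100% = parthenolide positive control wells; values of inactives mirror those of a sister screen read the other way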
Tat export inh = E. coli Tat export inhibitors, primary screen, MC4100, TorA-mCherry reporter, fluorescence, single point; 340,000 tested, 0.036% active; inhibition, % at 10 µM;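 active = mean replicate inhibition at least 50% and at least half of replicates individually reaching 50%; inconclusive = only one of the two criteria met; inactive = neither criterion met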;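 also: exported cargo escapes ClpAP degradation while cytoplasmic cargo is degraded and loses fluorescence; 0% = median of neutral control wells and 100% = median of NaSCN control wells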
CAL PDZ FP-2 = CAL PDZ peptide-binding inhibitors, primary screen, biochemical, fluorescence polarization, Cer-tagged CAL PDZ, HTS; Golgi-associated PDZ and coiled-coil motif-containing protein (Homo sapiens), Q9HD26; purified CAL PDZ, TMR-peptide fluorescence polarization, 1 h; inhibition, % at 20 µM; 330,000 tested, 0.02% active; AID 504414, 2011;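 active = highest replicate inhibition of at least 40%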;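 also: plate controls were DMSO neutral control wells for no effect and unlabeled competitor peptide control wells for full effect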
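material = purified tagged CAL PDZ domain construct (CerCALP) | compound dosing = 20 µM, one dose | times = 1 h at RT | measured by = fluorescence polarization from S- and P-plane intensities, G-factor corrected | read-out = inhibition from polarization loss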
An asterisk follows results filed as active; ? = inconclusive; . = not tested or not shown; & = joins results of further samples.

SMILES | Wnt act | SR-BI DiI inh | SR-BI uptake up | phage Ecoli inh | AddAB inh | CAL PDZ FP-1 | E coli growth | MITF TRPM1 HTS | Tat export inh | CAL PDZ FP-2
COc1ccccc1NC(=O)C1C2CCCCC21 (centres undefined) | 1 | 20 | -20 | 2.3 | 2.1 | -3 | 0.0 | . | -7 | -3.5
CCOC(=O)COc1cc2oc(=O)cc(C)c2cc1[N+](=O)[O-] | -1 | . | . | -0.8 | 2.1 | 0 | 0.3 | -7 | -3 | -1.7
CCc1cccc(C)c1NC(=O)C1C2CCC(O2)C1C(=O)O (centres undefined) | . | -14 | 14 | 1.6 | 2.5 | -4 | -1.1 | 8 | 7 | .
O=S(=O)(c1cccc(C(F)(F)F)c1)N1CCN(C(=S)NCc2ccco2)CC1 | . | 5 | -5 | 1.0 | 5.8 | -4 | 1.2 | 3 | -2 | 0.2
COCCNC(=S)N(CCO)Cc1cc2cc3c(cc2[nH]c1=O)OCCO3 | -3 | -13 | 13 | 2.9 | -6.4 | . | -0.8 | 16 | -12 | -1.1
Cc1cc(C)c(C(=O)COC(=O)Cn2c(C)csc2=O)cc1C | 3 | 4 | -4 | 0.9 | 0.4 | -5 | -0.4 | 19 | 16 | -3.4
Cc1c(Cl)c([N+](=O)[O-])nn1CC(=O)N1CCN(Cc2ccccc2)CC1 | -4 | -17 | 17 | 3.4 | 0.8 | . | 1.0 | -7 | -4 | -0.3
CN(C)c1ccc(N=c2sc3ccccc3n2C)cc1 | 51* | 40 | -40 | 0.6 | 2.6 | -1 | -3.5 | 51 | 13 | 2.6
COC(=O)c1cc(-c2ccc(Br)cc2)c2c(=O)n(C)c(=O)n(C)c2n1 | 0 | 20 | -20 | -1.4 | 3.0 | -2 | 3.1 | . | -7 | -0.1
CCCC[C@@H]1CNCCN1CCc1cccc(F)c1 | 0 | -35 | 35 | 2.2 | 1.0 | -4 | -3.1 | -3 | 10 | -2.2
Cc1ccc2nc(N3CCN(C(=O)CCC(=O)O)CC3)nc(-c3ccccc3)c2c1 | -3 | 15 | -15 | 2.0 | 0.7 | -1 | -2.1 | -12 | 1 | .
CCOc1ccc(NC(=O)N2CCN(CC)CC2)cc1 | . | -6 | 6 | 1.6 | -1.8 | . | -0.1 | -3 | 0 | -0.4
O=S(=O)(c1ccccc1)c1nc(-c2ccccc2)oc1N1CCCC1 | -2 | -4 | 4 | 0.6 | -1.0 | -4 | -1.3 | 6 | 0 | -0.1
Cc1nc(NS(=O)(=O)c2ccccc2)sc1NC(=O)Nc1ccc(Cl)cc1 | 5 | . | . | -0.8 | 0.2 | -3 | -0.2 | 7 | ? | 0.3
Cc1cccc(C)c1NC(=O)NN1C(C)CCCC1C (centres undefined) | 0 | -6 | 6 | 2.6 | 2.6 | -4 | -0.2 | -3 | -8 | 0.0
CCCN1C(=O)c2cc(C(=O)NC3CCCC3)ccc2C1O (centres undefined) | -1 | 7 | -7 | 2.1 | 1.4 | -1 | -3.5 | 1 | -6 | -1.1
Cc1cc(C)n2nc(SCC(=O)N3CCC(C)CC3)nc2n1 | -6 | 9 | -9 | 2.1 | -0.1 | -3 | -0.4 | -5 | 9 | -0.3
CC(C)(C)C1CCc2c(C(=O)NNC(=O)CCCC(=O)O)csc2C1 (centres undefined) | . | -2 | 2 | 1.7 | 2.1 | -6 | 1.5 | -4 | 0 | -0.3
CCOC(=O)C1(Cc2ccccc2C)CCCN(C(=O)CN2CCCCC2=O)C1 (centres undefined) | 3 | -10 | 10 | 2.4 | -1.5 | -2 | -0.6 | 0 | 6 | -0.6
CCOC(=O)c1[nH]c(C)c(/C(C)=N\O)c1C | 2 | 1 | -1 | 3.1 | . | -5 | . | -1 | 3 | 0.4
COc1ccc(C(=O)NCC(=O)NCC(=O)OCc2ccc(Br)cc2)cc1 | -3 | 8 | -8 | 4.5 | 3.8 | 0 | 0.2 | -1 | -4 | -2.2
Cc1cc(C)c[n+](CC(=O)c2ccc(-c3ccccc3)cc2)c1 | -1 | -10 | 10 | 2.8 | 2.9 | -3 | -0.1 | 2 | 0 | -1.0
CN(C(=O)Cn1c(Cl)nc2c1c(=O)n(C)c(=O)n2C)C1CCS(=O)(=O)C1 (centres undefined) | 1 | -16 | 16 | 2.9 | 1.5 | 8 | 1.0 | 3 | 0 | -3.5
FCCCOc1ccc(/C=N/OCc2c(Cl)cccc2Cl)cc1 | -1 | 6 | -6 | 1.3 | 1.9 | 3 | 0.2 | 24 | 3 | .
CC1CC(C)CN(C(=O)C2CCCN(S(=O)(=O)c3cccc4nonc34)C2)C1 (centres undefined) | . | -4 | 4 | 0.3 | 1.5 | 0 | -1.8 | 4 | -9 | 0.0
CC(C)c1nnc(NC(=O)CCC(=O)N2CCN(C3CCCCC3)CC2)s1 | 1 | 8 | -8 | . | -1.6 | 3 | -3.0 | 4 | -9 | 0.1
O=C1C(=Cc2cccs2)Oc2ccccc21 | 3 | 1 | -1 | 2.1 | . | -3 | . | 31 | 0 | -0.2
CC(C)(C)c1ccc(C(=O)C2CCCN(C(=O)C3CCOCC3)C2)cc1 (centres undefined) | -1 | 6 | -6 | 4.0 | 4.4 | -1 | -0.4 | 5 | -7 | -3.1
c1csc(-c2nn3cnnc3c3ccccc23)c1 | 2 | 51 | -51 | 3.1 | -0.3 | 9 | -0.2 | -1 | 4 | -2.7
COC(=O)[C@]1(C)N[C@H](CN(C)S(=O)(=O)c2ccc(F)cc2)[C@@H]2C(=O)N(C)C(=O)[C@@H]21 | -2 | -5 | 5 | -0.7 | 5.4 | -9 | -0.9 | 8 | -1 | 1.3

Shown as a hit in Wnt act (from the list above):
| Molecule | Wnt act | SR-BI DiI inh | SR-BI uptake up | phage Ecoli inh | CAL PDZ FP-1 | MITF TRPM1 HTS | Tat export inh | CAL PDZ FP-2 |
| --- | --- | --- | --- | --- | --- | --- | --- | --- |
| CN(C)c1ccc(N=c2sc3ccccc3n2C)cc1 | 51* | 40 | -40 | 0.6 | -1 | 51 | 13 | 2.6 |

The list continues.
SMILES | Wnt act | SR-BI DiI inh | SR-BI uptake up | phage Ecoli inh | AddAB inh | CAL PDZ FP-1 | E coli growth | MITF TRPM1 HTS | Tat export inh | CAL PDZ FP-2
NCCCCCc1cn(CC(=O)NCCCCCCCCCCC(=O)N2CCNCC2)nn1 | 7 | -33 | 33 | 3.8 | 0.5 | -3 | -2.6 | 3 | 0 | 0.5
COC(=O)CSc1nc2nc(C)c(Br)cc2[nH]1 | -2 | -26 | 26 | 1.0 | 2.4 | 0 | 0.9 | . | 7 | -0.6
CCOC(=O)CSc1nc2sc3c(c2c(=O)n1-c1ccc(C)cc1)CCN(C)C3 | -3 | 10 | -10 | 0.4 | . | -4 | . | -8 | -6 | -1.5
N#Cc1c(SCC(N)=O)nc2c(c1-c1ccncc1)CCCC2 | 0 | -31 | 31 | 0.0 | 2.6 | -6 | -2.6 | 17 | 5 | -0.3
CC(Cc1c[nH]c2ccccc12)C(=O)NCc1ccco1 (centres undefined) | 1 | 19 | -19 | 2.1 | 1.3 | -2 | -1.0 | -7 | -8 | 0.7
CCOc1cc(C(=O)Nc2nnc(S(=O)(=O)N3CCOCC3)s2)cc(OCC)c1OCC | -2 | 17 | -17 | -1.6 | -1.0 | -4 | -0.6 | 15 | -10 | -1.5
CC(C)CC(=O)N1CC(C)N(C(=O)CC(C)C)CC1C (centres undefined) | 1 | . | . | 2.2 | 4.0 | . | -1.0 | . | . | .
CCOc1ccc(Br)cc1CSC(=N)N | -14 | 8 | -8 | 8.3 | 11 | -3 | 5.8 | -6 | 2 | -2.9
CCOC(=O)C1CCCN(C(=O)c2ccc([N+](=O)[O-])cc2)C1 (centres undefined) | -2 | -17 | 17 | 2.9 | -0.3 | -2 | 2.0 | 3 | 3 | 0.5
Cc1onc(-c2ccccc2Cl)c1C(=O)Nc1ccc(S(=O)(=O)Nc2nccs2)cc1 | -2 | 3 | -3 | 1.9 | 0.3 | -5 | -0.5 | 6 | -4 | -0.9
CC(=O)NC1C(OCc2ccccc2)OC(COC(C)=O)C(OC(C)=O)C1OC(C)=O (centres undefined) | -4 | -25&-33 | 25&33 | 3.4 | 2.5 | -2 | 1.4 | 5 | 2&-4 | -1.4

A different layout for two compounds above.
Order of results: Wnt act | SR-BI DiI inh | SR-BI uptake up | phage Ecoli inh | AddAB inh | CAL PDZ FP-1 | E coli growth | MITF TRPM1 HTS | Tat export inh | CAL PDZ FP-2
- CC(=O)NC1C(OCc2ccccc2)OC(COC(C)=O)C(OC(C)=O)C1OC(C)=O (centres undefined)
  -4 | -25&-33 | 25&33 | 3.4 | 2.5 | -2 | 1.4 | 5 | 2&-4 | -1.4
- N#Cc1c(SCC(N)=O)nc2c(c1-c1ccncc1)CCCC2
  0 | -31 | 31 | 0.0 | 2.6 | -6 | -2.6 | 17 | 5 | -0.3

Only Tat export inh, SR-BI DiI inh and AddAB inh, for 5 of the compounds above:
| SMILES | Tat export inh | SR-BI DiI inh | AddAB inh |
| --- | --- | --- | --- |
| CCOc1cc(C(=O)Nc2nnc(S(=O)(=O)N3CCOCC3)s2)cc(OCC)c1OCC | -10 | 17 | -1.0 |
| CC(C)CC(=O)N1CC(C)N(C(=O)CC(C)C)CC1C (centres undefined) | . | . | 4.0 |
| CCOc1ccc(Br)cc1CSC(=N)N | 2 | 8 | 11 |
| CCOC(=O)C1CCCN(C(=O)c2ccc([N+](=O)[O-])cc2)C1 (centres undefined) | 3 | -17 | -0.3 |
| Cc1onc(-c2ccccc2Cl)c1C(=O)Nc1ccc(S(=O)(=O)Nc2nccs2)cc1 | -4 | 3 | 0.3 |

Compound activity from PubChem BioAssay.
